PvdQ inh: blocks Pseudomonas aeruginosa PvdQ acylase activity | purified PvdQ acylase, fluorescence plate reader | inhibition, % at 10 µM | 0.063% of 340,000 active; in the data active = inhibition above about 30%, passing the limit was not always enough;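 note: 0% = vehicle neutral wells and 100% = reference inhibitor wells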
CAL PDZ FP-1: inhibitors of human CAL PDZ peptide binding | AID 602252 | purified CAL PDZ, TMR-peptide fluorescence polarization, 1 h | 0.92% of 300,000 active | Q9HD26 | inhibition, % at 24.9 µM;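 active = mean inhibition of at least 30% with at least half of replicates also reaching 30%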;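 note: 0% = DMSO neutral control and 100% = excess unlabeled competitor peptide PRC23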
Rtt109 Vps75: C. albicans Rtt109 histone acetyltransferase inhibition | Q5AAJ8 | purified Rtt109/Vps75, ThioGlo CoA-SH fluorescence, 4 h | inhibition, % at 34.9 µM | 0.16% of 330,000 active;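 active = inhibition of at least 50% in every replicate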
Target sequence (Q5AAJ8 whole entry, looked up): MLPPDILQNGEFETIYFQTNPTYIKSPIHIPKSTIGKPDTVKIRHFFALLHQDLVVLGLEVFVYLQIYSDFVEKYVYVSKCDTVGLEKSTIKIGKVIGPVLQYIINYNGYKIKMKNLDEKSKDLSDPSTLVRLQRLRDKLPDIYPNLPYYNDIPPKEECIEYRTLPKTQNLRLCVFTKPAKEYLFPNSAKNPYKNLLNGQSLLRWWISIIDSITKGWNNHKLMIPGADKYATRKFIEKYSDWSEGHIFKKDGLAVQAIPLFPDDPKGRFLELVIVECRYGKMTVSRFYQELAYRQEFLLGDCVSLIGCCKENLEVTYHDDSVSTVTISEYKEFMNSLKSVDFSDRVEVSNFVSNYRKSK
NSD2 inh: NSD2 (human) methyltransferase inhibition. NSD2 peptide methylation, AlphaScreen, 120 min. inhibition, % at 12.5 µM. AID 743445. 0.54% of 310,000 active; in the data active = inhibition above about 50%
PfHsp90 yeast 2: reduces growth (ATP signal) of yeast expressing P. falciparum Hsp90 | S. cerevisiae expressing PfHsp90, BacTiter-Glo ATP, 48 h; yeast lacking PDR1 and PDR3 efflux regulators | inhibition, % at 9.4 µM | 0.32% of 310,000 active | AID 504621;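 active = every replicate shows inhibition above about 80%, whatever the replicate mean, limit read from the data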;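 note: 0% = DMSO neutral controls and 100% = 20 µM radicicol positive controls; yeast relying on Plasmodium falciparum Hsp90 in place of its own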
CAL PDZ FP-2: inhibitors of human CAL PDZ peptide binding; Q9HD26; purified CAL PDZ, TMR-peptide fluorescence polarization, 1 h; 0.02% of 330,000 active; AID 504414; inhibition, % at 20 µM;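 active = highest replicate inhibition of at least 40%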;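 note: plate controls were DMSO neutral control wells for no effect and unlabeled competitor peptide control wells for full effect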
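Test system: tagged CAL PDZ domain / Buffer or medium: sodium phosphate/NaCl buffer pH 7.4 with TCEP, IgG, Thesit / Reagent: TMR-labelled reporter peptide T*-PRC34 bound in PDZ groove / Compound dosing: single point, 20 µM / Schedule: 1 h incubation at room temperature before polarization reading / Technique: fluorescence polarization (mP) / Benchmarks: unlabelled peptide, DMSO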
SR-BI DiI inh: mouse SR-BI HDL lipid transfer inhibition | ldlA[mSR-BI] CHO cells, DiI-HDL uptake fluorescence, 3 h | inhibition, % at 12.5 µM | 0.96% of 320,000 active | AID 488896;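 active = mean replicate inhibition of at least 70% and a set share of replicates each scoring 70 or more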;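 note: 0% = median of neutral control wells and 100% = median of positive control wells; values of inactives mirror those of a sister screen read the other way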
Target sequence (Q61009 whole entry, looked up): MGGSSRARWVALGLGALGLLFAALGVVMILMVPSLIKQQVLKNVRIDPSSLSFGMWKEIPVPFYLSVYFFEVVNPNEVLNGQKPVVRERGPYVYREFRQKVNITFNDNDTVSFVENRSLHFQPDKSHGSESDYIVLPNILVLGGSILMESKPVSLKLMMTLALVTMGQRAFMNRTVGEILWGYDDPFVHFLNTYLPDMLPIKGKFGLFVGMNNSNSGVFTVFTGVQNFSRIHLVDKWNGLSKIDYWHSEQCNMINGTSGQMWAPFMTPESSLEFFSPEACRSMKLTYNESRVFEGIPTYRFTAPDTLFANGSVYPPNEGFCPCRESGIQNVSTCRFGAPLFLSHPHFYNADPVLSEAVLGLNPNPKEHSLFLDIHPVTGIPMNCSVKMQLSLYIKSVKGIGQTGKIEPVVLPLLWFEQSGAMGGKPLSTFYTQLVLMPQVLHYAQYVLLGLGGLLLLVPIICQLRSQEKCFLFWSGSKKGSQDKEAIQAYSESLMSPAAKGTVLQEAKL
dFosB act: enhances mouse delta FosB homodimer DNA binding; 0.99% of 340,000 active; activation, % at 25 µM; purified delta FosB, TAMRA-CDK5 oligo fluorescence polarization; percent of positive-control signal above neutral wells; AID 493131;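 active = mean activation above about 17%, with every replicate also reaching it, limit read from the data, passing the limit was not always enough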;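 note: fluorescence polarization rise as delta FosB binds a TAMRA Cdk5 AP-1 oligo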
SR-BI DiI-HDL act: enhances SR-BI lipid uptake from DiI-HDL; 0.096% of 320,000 active; CHO ldlA[mSR-BI] cells, DiI-HDL uptake fluorescence, 3 h; 100 = double the neutral-control signal; AID 504775; activation, % at 12.5 µM;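 active = mean replicate activation of at least 60% and every replicate at or above 60%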;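 note: 0% = median plate neutral-control signal and 100% = twice that signal; values of inactives mirror those of a sister screen read the other way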
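system = CHO ldlA[mSR-BI] cells, LDL receptor-null, SR-BI overexpressing | medium = Ham's F12 with 0.5% BSA, HEPES 25 mM, pH 7.4 | probe or stimulus = DiI-HDL 10 µg/mL | compound dosing = single-point compound dose | incubation = compound exposure 3 h, 37 °C | technique = DiI fluorescence, bottom read | read-out = cell-associated DiI fluorescence as measure of HDL uptake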
MITF act: increases MITF-driven TRPM1 promoter luciferase signal; SK-MEL-5 TRPM1-promoter luciferase, 24 h; % of positive control, neutral wells = 0; activation, % at 12.5 µM; 0.75% of 300,000 active; AID 588334;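 active = mean activation of at least 80% with every replicate also reaching 80%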;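 note: 0% = neutral control wells and 100% = parthenolide positive control wells; values of inactives mirror those of a sister screen read the other way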
* hit, by the source's call; x = not tested or not shown. Not a hit list, and some 4.3% of all compounds hit somewhere here.

SMILES | PvdQ inh | CAL PDZ FP-1 | Rtt109 Vps75 | NSD2 inh | PfHsp90 yeast 2 | CAL PDZ FP-2 | SR-BI DiI inh | dFosB act | SR-BI DiI-HDL act | MITF act
COc1cc(C(=O)COC(=O)c2cnc(C)cn2)ccc1OC(F)F | -11 | -1 | -2 | -7 | -10 | -2.7 | 0 | -8 | 0 | 1
COCCn1c(SCC(=O)Nc2ccccc2OC)nc2c(oc3ccccc32)c1=O | 4 | -3 | x | -2 | -1 | 0.7 | 20 | -5 | -20 | -4
Cc1ccsc1/C=N/NC(=O)c1nnn(-c2nonc2N)c1C(C)C | -11 | -1 | 0 | -5 | 6 | -4.2 | 41 | -9 | -41 | -19
CCC(=O)N(CCc1ccccc1)Cc1cc2cc(C)ccc2[nH]c1=O | 1 | 2 | 54* | 0 | 6 | 0.5 | 7 | -7 | -7 | 0
CC(=O)C1=CN(CC2CCCCC2)CCC1=O | -9 | 1 | 5 | x | 5 | 1.2 | -22 | -9 | 22 | 9
CCCOc1ccc(N2C(=O)CC(NCc3cccs3)C2=O)cc1 (configuration not stated) | -7 | -1 | 7 | x | 4 | -0.6 | -1 | -4 | 1 | -8
NC(=O)c1cc([N+](=O)[O-])ccc1N1CCCCC1 | -14 | 1 | -1 | 0 | -22 | 0.5 | -11 | 5 | 11 | -12
O=C(CCCCCn1c(=O)[nH]c2ccsc2c1=O)NCc1ccc2c(c1)OCO2 | -11 | -3 | -3 | 0 | x | -2.0 | -4 | -4 | 4 | x
CC(C)COc1cccc(C(=O)NC2(C)CCS(=O)(=O)C2)c1 (configuration not stated) | -26 | -1 | -6 | -1 | -11 | -0.4 | -6 | -6 | 6 | -6
Cn1c(Cn2nnc3ccccc32)nnc1SCC(=O)N1c2ccccc2Sc2ccccc21 | -12 | -3 | 8 | 1 | -26 | 0.0 | 20 | -15 | -20 | -5
Cc1ccc(Oc2ncccc2C(=O)NCC(=O)O)cc1 | 0 | -6 | 4 | -4 | -6 | 0.1 | -23 | -3 | 23 | x
CCNS(=O)(=O)c1ccc(CCC(=O)NCc2ccccc2)cc1 | 0 | 1 | 2 | -4 | -20 | -0.8 | -23 | -2 | 23 | 13
CCn1c(C(=O)NC(C)c2ccc3c(c2)OCCO3)cc2sccc21 (configuration not stated) | -9 | x | -8 | x | 36 | -0.7 | -5 | -15 | 5 | 3
COc1ccc(S(=O)(=O)Nc2cc(C)c(O)cc2C(C)C)cc1 | 3 | -7 | 0 | -3 | x | 0.3 | 17 | -2 | -17 | x
Cc1cc2sc(C(=O)O)c(C)c2s1 | -13 | -3 | 1 | -1 | -42 | x | -19 | -2 | 19 | 20
O=C(O)C1C2C=CC(C2)C1C(=O)NC1CCS(=O)(=O)C1 (configuration not stated) | -2 | -1 | -2 | -2 | 3 | -0.4 | -23 | -1 | 23 | 2
CCCCN1CC(=O)N2[C@H]3c4ccccc4OC[C@@H]3[C@H](c3ccccc3)[C@]2(C)C1=O | -3 | -1 | 0 | x | 18 | 0.5 | 14 | -4 | -11 | -5
Cc1ccc(-c2csc(-c3c[nH]c4ccccc34)n2)cc1 | -3 | -3 | -2 | 0 | 22 | -0.9 | 18 | 3 | -18 | 14
O=C(Nc1ccc(S(=O)(=O)N2CCc3ccccc32)cc1)C(F)(F)F | 1 | 0 | -3 | -2 | 30 | x | 5 | -9 | -5 | -5
CCOc1ccccc1OCc1nn2c(-c3ccc(C)cc3)nnc2s1 | 4 | 0 | -1 | -2 | -14 | -2.6 | -3 | -21 | 3 | 9
O=c1nc(N/N=C/c2c[nH]c3ccccc23)cn[nH]1 | -6 | 2 | -6 | -3 | 3 | -1.3 | x | 7 | x | 57
O=C(NC1CCOC1)c1ccc(OC2CCN(CCc3ccccc3)CC2)cc1 (configuration not stated) | -3 | 12 | 1 | 2 | 18 | -1.5 | x | -9 | x | 4
COCCN(C(=O)COC(=O)CC(C)c1ccccc1)c1c(N)n(Cc2ccccc2)c(=O)[nH]c1=O (configuration not stated) | -10 | -5 | 2 | -1 | -7 | -2.3 | -20 | 8 | 20 | 3
COc1ccc(NC(=S)N2CCN(Cc3ccc(C)cc3)CC2)cc1 | 4 | x | -3 | 2 | -2 | -1.2 | 10 | -4 | -10 | 3
O=C(c1cc2ccccc2o1)N1CCN=C1SCc1cccc(F)c1 | -7 | -1 | -9 | x | -9 | -0.6 | -12 | -4 | 12 | 14
CCOC(=O)C1=C(C)NC(=S)NC1c1ccc(-c2cccc(Cl)c2C)o1 (configuration not stated) | -13 | -4 | -5 | 3 | 7 | 0.6 | 50 | 8 | -50 | -11
CN(CCc1ccccn1)S(=O)(=O)c1ccc(F)cc1 | -10 | 1 | 4 | -1 | 23 | -1.0 | -13 | 0 | 13 | -8
O=C(CCN1C(=O)/C(=C/c2ccccc2)SC1=S)Nc1ccccn1 | -13 | -4 | -2 | -1 | 4 | -2.2 | -5 | 0 | 5 | 6
CCOc1ccc(S(=O)(=O)N2CCOCC2)cc1NC(=O)CN1C(=O)NC(C)(c2ccccc2)C1=O (configuration not stated) | -16 | -8 | -6 | 0 | x | -2.3 | -7 | -6 | 7 | -14
COc1ccccc1CNC(=O)COC(=O)/C=C/c1ccc(OC(F)F)c(OC)c1 | 0 | -5 | x | 3 | -17 | -1.5 | -23 | -4 | 23 | -2
COc1cc(C(=O)NCC2CCCO2)ccc1OCc1c(C)noc1C (configuration not stated) | -12 | -2 | -2 | -1 | -20 | -1.2 | 8 | 0 | -8 | -1
CC(C)(C)NCc1cc(Cl)ccc1OCc1cccs1 | -13 | 1 | -7 | 1 | 1 | 0.0 | -59 | -8 | 59 | 10
N#CCc1ccc(NS(=O)(=O)c2ccc(N3CCCC3=O)cc2)cc1 | -17 | x | -2 | x | x | -1.2 | -11 | -11 | 11 | x
CCOC(=O)c1[nH]c(C)c(C(=O)Nc2cc(Cl)ccc2C)c1C | -3 | x | -1 | 0 | 11 | 0.0 | 40 | 5 | -40 | -8
O=[N+]([O-])c1ccc(N2CCN(C(=S)c3cccc([N+](=O)[O-])c3)CC2)cc1 | -7 | -2 | 2 | x | -30 | -0.3 | 23 | 2 | -23 | -6
O=C(COc1ccc(/C=N/NC(=O)c2ccncc2)cc1)Nc1ccccc1 | -15 | x | -5 | 1 | 37 | -2.1 | x | 2 | x | 68

Records above printed as active in Rtt109 Vps75.
SMILES | PvdQ inh | CAL PDZ FP-1 | Rtt109 Vps75 | NSD2 inh | PfHsp90 yeast 2 | CAL PDZ FP-2 | SR-BI DiI inh | dFosB act | SR-BI DiI-HDL act | MITF act
CCC(=O)N(CCc1ccccc1)Cc1cc2cc(C)ccc2[nH]c1=O | 1 | 2 | 54* | 0 | 6 | 0.5 | 7 | -7 | -7 | 0

(cont.)
SMILES | PvdQ inh | CAL PDZ FP-1 | Rtt109 Vps75 | NSD2 inh | PfHsp90 yeast 2 | CAL PDZ FP-2 | SR-BI DiI inh | dFosB act | SR-BI DiI-HDL act | MITF act
COc1cc2nc(NC(=O)c3ccc(Cl)cc3)sc(=O)c2cc1OC | -8 | 0 | 11 | -4 | -14 | -1.4 | 46 | 0 | -46 | -25
O=C1c2ccccc2-c2nc3ncnn3c(-c3ccccc3Cl)c21 | -1 | -2 | -1 | x | 7 | -0.6 | -31 | 1 | 31 | -6
COc1ccc(/C=N/NC(=O)CN(C)S(=O)(=O)c2ccc(NC(C)=O)cc2)cc1 | -8 | -1 | 2 | -2 | 2 | 0.4 | 9 | -5 | -9 | 4
COCCN1C(=O)N[C@@H](c2cccc(F)c2)C(C(=O)OC)=C1C | -7 | -1 | -3 | x | x | -1.8 | -5 | 6 | 5 | -2
Cc1cccc(N2CCN(C(=O)Cc3ccccc3[N+](=O)[O-])CC2)c1C | 8 | 0 | 8 | 3 | -16 | -1.0 | 41 | -6 | -41 | x
COc1ccc(-c2[nH]ncc2CN(C)C(C)c2ccon2)c(OC)c1 (configuration not stated) | -10 | -1 | -5 | -7 | -1 | -2.7 | -5 | -4 | 5 | -3
COc1ccc(OC)c(NC(=O)c2cc3n(n2)C(C(F)(F)F)CC(c2ccc4c(c2)OCO4)N3)c1 (configuration not stated) | -17 | x | 7 | 1 | -12 | 0.5 | 13 | -10 | -13 | -8
COc1ccc(CC(=O)N/N=C(\C)c2cccnc2)cc1 | -12 | -4 | -10 | -2 | -3 | -2.1 | -14 | 1 | 14 | -6
CCOC(=O)C1=C(C)N=C2c3ccccc3C(=O)C2C1c1ccc(C)cc1 (configuration not stated) | -7 | 1 | -4 | x | -18 | -0.3 | 20 | -8 | -20 | -20
CCCc1cc(=O)[nH]c(SCC(=O)NC(=O)NC2CCCC2)n1 | -19 | -7 | -2 | 0 | x | -1.0 | -20 | 0 | 20 | -8
CN1CC2(C)CN(C(c3ccccc3)c3ccccc3)CC(C)(C1)C2O (configuration not stated) | -6 | 1 | 5 | x | -14 | -0.2 | -6 | -9 | 6 | 5
Cc1ccc(-n2ncc3c(SCc4cccc(C)c4)ncnc32)cc1 | -6 | -3 | 7 | -4 | 12 | -1.3 | 10 | 7 | -10 | 53
Cc1c(CNCCC2=CCCCC2)c(C(=O)O)c(C)n1Cc1ccccc1 | -12 | -2 | 8 | 4 | -7 | 16 | -16 | -6 | 16 | -3
CN(C)S(=O)(=O)c1cccc(NC(=O)c2sccc2-c2ccccc2)c1 | -13 | -3 | 5 | -4 | -1 | -3.7 | 35 | -12 | -35 | -11
O=C(C1=C[C@@H](c2coc3ccccc3c2=O)C[C@@H](OCc2ccc(CO)cc2)O1)N1CCN(Cc2ccccc2)CC1 | 0 | -5 | -1 | x | x | -1.5 | -17 | -6 | 17 | 2
COc1ccccc1NC(=O)C(=O)N/N=C(\C)CC(=O)Nc1ccccn1 | -5 | -2 | -1 | -2 | 2 | -1.5 | -29 | -4 | 29 | -5
Cc1ccc(/C(N)=N/OC(=O)c2ccc3c(c2)OCO3)cc1 | -10 | 0 | -2 | -4 | 2 | -1.0 | -25 | -1 | 25 | 72
CCCN(CC1CC1)C(=O)CCc1nnc(CCc2c[nH]c3ccccc23)o1 | 2 | 1 | 14 | 2 | 14 | 0.3 | 14 | -5 | -14 | -1
CC1CCN(C2=NN3C(=N)/C(=C\c4ccc(OC(=O)c5ccco5)cc4)C(=O)N=C3S2)CC1 | 0 | x | -3 | x | 8 | -0.7 | 28 | -18 | -28 | x
